# GPR151 ag: activators of human GPR151; PathHunter beta-arrestin GPR151 cells, luminescence; activation, % at 11.2 µM; 1% of 650,000 active; Q8TDV0; in the data active means activation above about 4.9%;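 further: 0% = median of compound wells and 100% = cells with positive control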
# Target sequence (Q8TDV0 whole entry, looked up): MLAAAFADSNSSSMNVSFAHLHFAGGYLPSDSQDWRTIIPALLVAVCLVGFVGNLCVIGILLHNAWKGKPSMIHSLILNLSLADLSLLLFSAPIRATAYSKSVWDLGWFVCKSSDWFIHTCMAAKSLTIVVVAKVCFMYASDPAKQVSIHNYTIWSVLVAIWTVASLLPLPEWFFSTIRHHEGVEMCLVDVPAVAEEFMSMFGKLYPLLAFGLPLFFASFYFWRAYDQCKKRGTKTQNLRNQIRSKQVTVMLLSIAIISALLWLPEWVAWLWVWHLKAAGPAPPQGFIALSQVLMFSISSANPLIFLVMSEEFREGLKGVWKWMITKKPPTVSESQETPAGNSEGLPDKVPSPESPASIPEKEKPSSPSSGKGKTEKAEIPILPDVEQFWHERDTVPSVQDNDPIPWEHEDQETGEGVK
# TEAD-YAP block: TEAD-YAP interaction inhibition | 1.4% of 640,000 active | inhibition, % at 9.12 µM | HEK-TIYL cells, TEAD-Gal4/YAP UAS-luciferase luminescence; in the data active means inhibition above about 32%;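 further: 0% = median of test compound wells and 100% = reference inhibitor wells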
# FBW7 activator: activators of human E3 ligase FBW7; AlphaScreen FBW7–phospho-cyclin E peptide binding, activator screen; normalized activity (activation), % at 26.1 µM; 0.13% of 650,000 active; AID 1259310; in the data active means normalized activity above about 1.9%;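 further: purified mutant Fbw7 with reduced substrate affinity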
# Target sequence (Q969H0 whole entry, looked up): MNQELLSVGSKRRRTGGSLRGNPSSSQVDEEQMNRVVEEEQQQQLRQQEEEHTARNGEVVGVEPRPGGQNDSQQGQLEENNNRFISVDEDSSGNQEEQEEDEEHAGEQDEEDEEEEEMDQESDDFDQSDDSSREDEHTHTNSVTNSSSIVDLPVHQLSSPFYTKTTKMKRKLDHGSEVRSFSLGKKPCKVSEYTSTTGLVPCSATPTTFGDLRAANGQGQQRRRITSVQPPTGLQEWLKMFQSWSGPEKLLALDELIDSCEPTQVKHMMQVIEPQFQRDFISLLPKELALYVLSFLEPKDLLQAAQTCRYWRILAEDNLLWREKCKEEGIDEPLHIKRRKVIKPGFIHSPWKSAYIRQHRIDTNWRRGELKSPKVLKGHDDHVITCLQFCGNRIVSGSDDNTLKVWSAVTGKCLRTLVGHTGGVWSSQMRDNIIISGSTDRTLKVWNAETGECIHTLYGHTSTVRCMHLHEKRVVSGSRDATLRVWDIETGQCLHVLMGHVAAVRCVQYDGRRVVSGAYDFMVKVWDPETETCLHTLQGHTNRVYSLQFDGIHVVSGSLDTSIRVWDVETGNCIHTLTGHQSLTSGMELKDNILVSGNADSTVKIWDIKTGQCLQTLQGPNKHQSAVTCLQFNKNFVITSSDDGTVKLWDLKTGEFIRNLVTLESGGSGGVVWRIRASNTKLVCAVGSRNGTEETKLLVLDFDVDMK
# MITF inh: inhibitors of human MITF. AlphaScreen MITF homodimerization, bead proximity signal. inhibition, % at 2.6 µM. 0.91% of 650,000 active; in the data active means inhibition above about 50%;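 further: 0% = vehicle wells with protein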
# The depositor's hits bear a star; & = joins results of further samples.
structure | GPR151 ag | TEAD-YAP block | FBW7 activator | MITF inh
O=S(=O)(NCCc1csc(-c2cccnc2)n1)c1ccc2c(c1)OCCO2 | -0.4 | 3 | -0.2 | 11
CCOc1ccccc1NC(=O)c1cnc2ccccn2c1=O | 1.1 | -9 | 0.1 | -2
COc1ccc(NC(=O)c2ccc3c(c2)C(=O)N(c2ccc(OC)cc2)C3=O)cc1 | 0.2 | -2 | 0.1 | 2
Cc1ccc(Cl)cc1NC(=O)/C(=C/c1ccc2c(c1)OCO2)NC(=O)c1ccccc1Br | -0.1 | -16 | -0.1 | -5
c1ccc(CN2CCC(Nc3nc(NCCN4CCOCC4)c4ncn(-c5ccccc5)c4n3)CC2)cc1 | 1.1 | 12 | 0.1 | 8
CC(=O)c1cccc(-c2nc3ncnc(Nc4ccccc4)c3[nH]2)c1 | 1.7 | -3 | 0.0 | -10
Cc1cc(OCc2nc(-c3ccc([N+](=O)[O-])cc3)no2)ccc1Cl | 1.4 | -3 | 0.1 | -1
COc1ccc(OC)c(C2C(C(=O)OC(C)C)=C(C)NC3=C2C(=O)CC(c2ccccc2)C3)c1 (stereo not drawn) | -1.5 | 15 | 1.0 | 6
Cc1ccc(N2CC(C(=O)N(Cc3ccccc3)C(C)C)CC2=O)cc1 (stereo not drawn) | 3.9 | 5 | -0.1 | 11
CCn1cnc2sc(C(=O)Nc3ccc(F)c(Cl)c3)c(C)c2c1=O | -0.3 | -20 | 0.0 | -3
COc1ccc(C2C(C(=O)NCCCN3CC(C)CC(C)C3)c3ccccc3C(=O)N2c2ccc(OC)cc2)cc1 (stereo not drawn) | -1.2 | 10 | 0.2 | 7
CCOC(=O)C1(Cc2ccc(OC)cc2)CCN(C(=O)C2CCOC2)CC1 (stereo not drawn) | 0.5 | 4 | -0.1 | -2
COc1ccc(CN2CCc3nnc(C(NS(C)(=O)=O)C(C)C)n3CC2)cc1 (stereo not drawn) | 1.3 | 0 | 0.0 | 6
Cc1ccc(NC(=O)CCNS(=O)(=O)c2ccc3[nH]c(=O)ccc3c2)nc1 | -0.4 | -6 | -0.1 | 3
COc1cc(NC(=O)c2nn3c(C(F)(F)F)cc(-c4ccco4)nc3c2Cl)c(OC)cc1Cl | 4.4 | -2 | -0.1 | 2
Cc1ccc(NC(=O)c2n[nH]c3ccccc23)cc1Cl | -3.9 | -38 | 0.1 | 4
Cc1cccc(-n2c(-c3ccncc3)n[nH]c2=S)c1C | -0.8 | 1 | 0.3 | -15
CS(=O)(=O)N(CC(=O)NCc1ccc(Cl)cc1)c1cc(Cl)cc(Cl)c1 | 2.3 | 12 | 1.2 | -12
O=C(Nc1cc(Cl)ccc1O)c1cc2n(n1)C(C(F)(F)F)CC(c1ccc(Cl)cc1)N2 (stereo not drawn) | 0.0 | 3 | -0.1 | -8
COC(=O)C1Cc2[nH]cnc2C(c2ccc(OC)c(OC)c2OC)N1 (stereo not drawn) | 1.8 | -9 | -0.1 | -9
CCN(Cc1c(O)ccc2c(=O)c(-c3ccc(OC)c(OC)c3)c(C(F)(F)F)oc12)C1CCCCC1 | -1.1 | -1 | -0.1 | 8
CCOC(=O)C1=C(C)NC2=C(C(=O)C(C(=O)OC)C(C)C2)C1c1ccc(CC)cc1 (stereo not drawn) | 0.8 | -5 | 0.1 | -4
O=C(CSc1ccc2ccccc2c1)Nc1ccccc1O | 0.7 | 0 | -0.2 | -5
CC(C)(C)OC(=O)NNC(=S)Nc1ccc2c(c1)OCO2 | -0.8 | -13 | 0.2 | 20

# Reprinted from the part before: 4 compounds, followed by the next part.
structure | GPR151 ag | TEAD-YAP block | FBW7 activator | MITF inh
CCN(Cc1c(O)ccc2c(=O)c(-c3ccc(OC)c(OC)c3)c(C(F)(F)F)oc12)C1CCCCC1 | -1.1 | -1 | -0.1 | 8
CCOC(=O)C1=C(C)NC2=C(C(=O)C(C(=O)OC)C(C)C2)C1c1ccc(CC)cc1 (stereo not drawn) | 0.8 | -5 | 0.1 | -4
O=C(CSc1ccc2ccccc2c1)Nc1ccccc1O | 0.7 | 0 | -0.2 | -5
CC(C)(C)OC(=O)NNC(=S)Nc1ccc2c(c1)OCO2 | -0.8 | -13 | 0.2 | 20
CC(C)NC(=O)[C@@H]1C[C@H](NC(C)C)CN1C/C=C/c1ccccc1 | 2.2 | -8 | 0.0 | 11
NC(=O)C1CCN(C(=O)/C=C/c2ccc3c(c2)OCO3)CC1 | 1.1 | -19 | -0.1 | 1
O=C1CC(Sc2ccc3ccccc3c2)C(=O)N1c1ccccc1 (stereo not drawn) | 1.6 | -6 | -0.1 | -10
CCOC(=O)c1cccc(C(=O)Oc2ccc(C(=O)OC)cc2)n1 | 0.4 | 1 | 0.0 | 3
COc1ccc(C2CC(=O)C3=C(C2)Nc2ccccc2NC3c2ccc(Br)cc2)cc1OC (stereo not drawn) | 0.6 | 3 | 0.0 | -1
CCOc1ccc(-n2c(SCC(=O)Nc3nnc(SCC)s3)nc3c(c2=O)SCC3)cc1 | -0.2 | -2 | -0.1 | 2
CC(=O)Nc1ccc(OCC(=O)Nc2ccc(Cl)c(Cl)c2)cc1 | -1.3 | -10 | -0.1 | -8
CCCCCC(=O)Nc1cccc(NC(=O)CSc2nnc(-c3ccncc3)n2C)c1 | 0.7 | -7 | -0.1 | 2
CCN1CCN(S(=O)(=O)c2ccc(F)c(C(=O)Nc3cccc(C)c3C)c2)CC1 | -0.7 | 4 | 0.7 | 22
COc1ccc(NC(=S)N(CCCN2CCOCC2)Cc2ccccn2)cc1 | -1.3 | 6 | 0.1 | 10
CCOCCCNC(=O)c1c(N)n(-c2ccc3c(c2)OCCO3)c2nc3ccccc3nc12 | 1.0 | -14 | -0.3 | -1
NS(=O)(=O)c1ccc(-c2ccc(/C=C3/C(=O)NN(c4ccccc4)C3=O)o2)cc1 | 1.7 | 9 | -0.4 | 3
COC(=O)c1cc2oc(C)cc2n1CC(=O)c1ccccc1 | -0.2 | -4 | -0.3 | -9
COc1ccc(-n2c(SCC(N)=O)nc3sc4c(c3c2=O)CCC(C(C)(C)C)C4)cc1 (stereo not drawn) | -0.2 | -12 | -0.1 | -1
COc1cccc(OC)c1C(=O)Nc1ccccc1C(C)(C)C | 0.3 | 12 | 0.7 | 5
CC(=O)c1ccc(N2CCN(CC(=O)Nc3ccc(Oc4ccccc4)cc3)CC2)cc1 | -0.5 | 2 | 0.1 | 5
COc1ccc(N2C(=O)CC(Sc3nc4c(cc3C#N)CCC4)C2=O)cc1 (stereo not drawn) | 0.7 | -6 | 0.1 | 16
COc1cc(OC)c(NC(C)=O)cc1Cl | 1.0 | 2 | 0.7 | -10
CCOC(=O)c1c(NC(=O)COc2ccc(Cl)cc2Cl)sc(C(=O)Nc2ccccc2F)c1C | 0.0 | 1 | 0.5 | 7
O=C(Oc1cccnc1)c1ccco1 | 0.4 | -11 | 0.1 | 9
N#CC1=C(N)OC2=C(C(=O)CCC2)C1CCc1ccccc1 (stereo not drawn) | 0.1 | -3 | 1.1 | 16
C[C@H](O)[C@H]1NC(=O)[C@H]2CN(C(=O)c3cccc4ccccc34)CCN2C1=O | 0.3 | -5 | 0.2 | -4
Cc1cc2c(o1)c1cnn(CC(=O)NC(C)CCc3ccco3)c(=O)c1n2C (stereo not drawn) | -0.2 | -1 | 0.1 | 23
CCOC(=O)c1cc(NC(=O)NCC2CCCO2)c(C)nc1C (stereo not drawn) | 1.6 | -1 | -0.1 | -7
CCCCCCNC(=O)C(=O)NCCC(C)C | 0.3 | 2 | 0.2 | 15
O=S(=O)(Nc1nc2ccccc2nc1Nc1ccccc1)c1ccccc1 | 1.4 | 4 | 0.0 | -28
CCc1cc(C(N)=S)ccn1 | -0.6&-3.6&-2.1 | 4 | -0.1&1.7&0.1 | -1&12&8
COc1ccc(C2=NS(=O)(=O)N(C)C(C(=O)N3C(C)CCCC3C)=C2)cc1 (stereo not drawn) | -0.2 | -2 | -0.1 | 10
O=C(Nc1ccccc1F)c1cc2cc(Br)ccc2oc1=O | 0.2 | -4 | 0.0 | 1
CSc1ccc(CN2CCC(n3nccc3NC(=O)C(C)(C)C)CC2)cc1 | -0.2 | 7 | 0.2 | 5
O=C(CSc1nc2ccccc2c(=O)n1CCC(=O)N1CCCCC1)NCc1ccccc1 | 0.5 | 6 | 0.1 | -2
O=C(Nc1ccccc1)N1CCC(CO)(CCc2ccccc2)CC1 | 9.9* | -3 | 0.0 | 6
Cc1c(C#N)c2cc([N+](=O)[O-])ccc2n1Cc1ccccc1 | 0.7 | 1 | -0.1 | -1
Cc1cccn2c(CNC3CCOC(C)(C)C3)c(C(=O)N3CCOCC3)nc12 (stereo not drawn) | 4.9* | -8 | 0.1 | 0
COc1cccc(NC(=O)CSc2nc3sc(C)c(C)c3c(=O)[nH]2)c1 | -0.2 | -3 | 0.0 | 6
O=C(Nc1ccc2c3c(cccc13)CC2)c1cc(I)ccc1Cl | -0.9 | 17 | 0.1 | -13
Cc1cc2c(cc1C)NC(c1cccc3ccccc13)C1=C(CC(C)(C)CC1=O)N2 (stereo not drawn) | -0.5 | -10 | 0.6 | 11
CN(C)c1ccc(-c2nn(-c3ccccc3)c(N)c2C#N)cc1 | -0.9 | -60 | 0.6 | 19
CCC(=O)Nc1ccc(NC(=O)C(C)(C)C)cn1 | -0.7 | -2 | -0.3 | -7
Cc1ccc2ncc(C(=O)Nc3cccc(Cl)c3)c(=O)n2c1 | 1.2 | -5 | 0.2 | 6
CCOc1ccc(NC(=O)c2c(O)c3ccccc3[nH]c2=O)cc1 | 0.6 | 0 | 0.9 | 9
CC(C)(C)CC(=O)Nc1nnc(-c2cccs2)s1 | 0.3 | -70 | 0.2 | 7
CCCOc1ccc(/C(O)=C2/C(=O)C(=O)N(CCCN3CCOCC3)C2c2ccc(C)cc2)cc1C (stereo not drawn) | -1.5 | -8 | 0.1 | 0
O=C(COc1ccc([N+](=O)[O-])cc1)NC(Cc1ccc(Cl)cc1)C(=O)O (stereo not drawn) | 1.4 | 8 | 0.1 | 21
Cc1cc(NCCOc2ccccc2)nc(-c2ccccc2)n1 | -1.0 | -12 | 0.2 | 5
COCCNC(=S)NC(=O)c1ccc(C)c(I)c1 | -0.2 | -9 | -0.2 | -11
COc1cc(OC)c(OC)cc1/C=C1/N=C(c2cccc3ccccc23)OC1=O | 0.5 | -5 | 0.4 | 17
COc1cc(CNC(=O)c2c(C(F)(F)F)nc3ccccn23)cc(OC)c1OC | 0.2 | 4 | 0.1 | 10
O=C(c1c[nH]c2ccc(F)cc2c1=O)N1CCOCC1 | -0.9 | -4 | -0.1 | -3
COc1ccc(CNc2nc3c(Cl)cccc3s2)c(OC)c1OC | -0.8 | 0 | -0.1 | 12
COC(Cn1c(=S)[nH]c2cc(Cl)ccc2c1=O)OC | 2.3 | -2 | -0.1 | -5
CCOC(=O)CCN(Cc1c(Cl)cccc1Cl)S(=O)(=O)c1ccc(F)cc1 | -0.2 | -3 | -0.1 | 0
COc1cc(C(=O)Nc2ccccc2C(=O)Nc2cccc(C(=O)O)c2)cc(OC)c1OC | 0.3 | 1 | -0.1 | 1
COCCN1C(=O)/C(=C\c2cccc(OC)c2O)C(C(=O)OC)=C1C | 0.0 | 8 | 0.1 | 14
FC(F)(F)c1cccc(CNc2nc(Nc3ncccn3)nc3c2ncn3C2CCCCC2)c1 | -0.5 | 4 | 0.0 | 11
CC1CCCCC1NC(=O)CNC(=S)N(CCCN1CCOCC1)Cc1cccs1 (stereo not drawn) | 2.1 | -2 | 0.0 | 0

# (more compounds)
structure | GPR151 ag | TEAD-YAP block | FBW7 activator | MITF inh
N#CCCn1cc(CO)c(-c2ccc(F)cc2)n1 | 1.8 | -4 | 0.0 | -3
O=C(/C=C/c1ccccc1)Nc1ccc(O)cc1 | -0.4 | 13 | -0.1 | 3
CCOC(=O)C1CCN(C(=O)c2n[nH]c(=O)c3ccccc23)CC1 | 1.1 | 0 | 0.3 | 16
CC12CCC(CN(CC(O)Cn3c4ccc(Cl)cc4c4cc(Cl)ccc43)C1)C2(C)C (stereo not drawn) | 0.4 | 6 | -0.1 | -5
CN(C)/C=C(\C=O)c1ccnc2ccccc12 | -0.9 | 0 | -0.1 | -6
CNC(=O)c1c(NC(=O)c2cc(=O)c3ccccc3o2)sc2c1CCC2 | -0.5 | -13 | 0.0 | -16
COc1ccc([N+](=O)[O-])cc1-c1ccc(/C=C(\C#N)c2nn(-c3ccccc3)c(N)c2C#N)o1 | -0.7 | 4 | -0.3 | 3
CCCN(CCC)CC(O)COc1ccccc1C(C)=O (stereo not drawn) | 2.5 | -10 | 0.2 | -12

# The list goes on, starting with the last four of the part before.
structure | GPR151 ag | TEAD-YAP block | FBW7 activator | MITF inh
CN(C)/C=C(\C=O)c1ccnc2ccccc12 | -0.9 | 0 | -0.1 | -6
CNC(=O)c1c(NC(=O)c2cc(=O)c3ccccc3o2)sc2c1CCC2 | -0.5 | -13 | 0.0 | -16
COc1ccc([N+](=O)[O-])cc1-c1ccc(/C=C(\C#N)c2nn(-c3ccccc3)c(N)c2C#N)o1 | -0.7 | 4 | -0.3 | 3
CCCN(CCC)CC(O)COc1ccccc1C(C)=O (stereo not drawn) | 2.5 | -10 | 0.2 | -12
O=C(Oc1coc(CSc2ncccn2)cc1=O)c1ccccc1Br | -0.4 | 11 | 0.0 | 10
COc1cccc(CN2CCN(CC(=O)N3CCc4ccccc43)[C@@H](C)C2)c1 | 0.7 | 11 | 0.0 | 17
COc1ccccc1C(=O)NN1CCOCC1 | 0.9 | -1 | 0.0 | 6
O=c1/c(=C/c2ccc(Cl)cc2Cl)sc2nnc(-c3ccccc3)n12 | 0.2 | 2 | 0.1 | 18
CCOc1ccc(NC(=O)C2CC(=O)N(CC)C(=Nc3ccc(OC)cc3)S2)cc1 (stereo not drawn) | -1.3 | 5 | 0.3 | 15

# From PubChem BioAssay
